# TrxR1 inh: qHTS Assay for Inhibitors of Mammalian Selenoprotein Thioredoxin Reductase 1 (TrxR1): qHTS; Thioredoxin reductase 1, cytoplasmic (Rattus norvegicus), O89049; recombinant rTrxR1, NADPH fluorescence consumption, selenite substrate; Potency, µM (titrated, usually from 114 µM), for inactives: at the highest dose activity change, negative = inhibition, actives largely listed as inhibitors; 390,000 tested, 1% active; AID 588453, 2011; note: potency is the fitted concentration of half-maximal effect; % is set by controls: 0 for no effect and ±100 for the full control effect; nearly all actives have a fitted effect of over 65% in size
#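 Rat TrxR1 (90 nM in the dispensed reagent) was pre-reduced with 400 uM NADPH for 5 min at room temperature, then incubated with compound for 15 min. After 400 uM selenite was added, NADPH fluorescence (Ex 340/Em 450 nm) was followed for 8 min.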
# USP1-UAF1 inh: Inhibitors of USP1/UAF1: Primary Screen. Ubiquitin carboxyl-terminal hydrolase 1 (Homo sapiens), O94782. recombinant USP1/UAF1, Ub-Rhodamine cleavage fluorescence. Potency, µM (highest dose often 57.1 µM), for the others: at the highest dose activity change, negative = inhibition, most hits filed as inhibitors. 390,000 tested, 0.23% active. AID 743255, 2014; note: potency is the fitted concentration of half-maximal effect; % is set by controls: 0 for no effect and ±100 for the full control effect; nearly all actives have a fitted effect of over 60% in size; inactives centre near -12
# Target sequence (O94782 whole entry, looked up): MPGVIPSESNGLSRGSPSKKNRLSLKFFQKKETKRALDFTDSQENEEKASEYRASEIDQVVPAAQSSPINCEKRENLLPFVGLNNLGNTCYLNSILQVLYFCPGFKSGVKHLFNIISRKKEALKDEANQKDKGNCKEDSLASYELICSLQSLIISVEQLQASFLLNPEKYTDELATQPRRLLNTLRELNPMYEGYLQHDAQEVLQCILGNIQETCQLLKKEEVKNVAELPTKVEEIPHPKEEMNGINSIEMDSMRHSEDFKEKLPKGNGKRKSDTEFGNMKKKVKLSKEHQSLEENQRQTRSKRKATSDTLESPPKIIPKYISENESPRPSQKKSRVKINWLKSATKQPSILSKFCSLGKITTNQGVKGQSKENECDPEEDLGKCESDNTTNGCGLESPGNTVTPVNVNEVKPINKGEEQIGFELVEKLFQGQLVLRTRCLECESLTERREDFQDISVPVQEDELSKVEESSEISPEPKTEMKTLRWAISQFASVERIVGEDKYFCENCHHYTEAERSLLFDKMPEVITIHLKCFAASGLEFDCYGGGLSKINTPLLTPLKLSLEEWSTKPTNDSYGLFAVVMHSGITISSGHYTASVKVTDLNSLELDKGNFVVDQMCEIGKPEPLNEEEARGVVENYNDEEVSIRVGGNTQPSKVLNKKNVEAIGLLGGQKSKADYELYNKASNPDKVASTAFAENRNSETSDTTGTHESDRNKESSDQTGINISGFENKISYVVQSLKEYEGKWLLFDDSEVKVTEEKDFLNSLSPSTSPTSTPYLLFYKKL
#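 USP1/UAF1 complex (1 nM) preincubated 15 min at room temperature with compound, then Ub-Rho substrate (150 nM final) added. Kinetic fluorescence at 480/540 nm over 6 reads at 60 s intervals; 50 mM HEPES pH 7.8, 0.5 mM EDTA, 0.1 mg/ml BSA, 1 mM TCEP, 0.01% Tween-20.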
# LDHA inh: qHTS assay for inhibitors of human lactate dehydrogenase; 480,000 tested, 0.15% active; L-lactate dehydrogenase A chain (Homo sapiens), P00338; activity change, % (values are at about 110 or 230 µM); purified LDHA, NADH/diaphorase-resazurin fluorescence; hits give low values; in the data active = activity change below about -30%; inconclusive = mostly about -25% to -30%;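 note: plate controls were DMSO wells for no effect and wells without enzyme for full effect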
#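 Remaining NADH was detected by diaphorase (0.133 mg/mL) converting 37 µM resazurin to fluorescent resorufin, read at 0 and 20 minutes. The preceding 5-minute room-temperature reaction used 2 nM LDHA, 0.2 mM sodium pyruvate and 0.06 mM NADH at pH 7.4.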
# RGS4 inh: Inhibitors of Regulator of G Protein Signaling (RGS) 4: qHTS; 390,000 tested, 0.039% active; Transcreener GDP fluorescence polarization, RGS4-accelerated GTP hydrolysis; Regulator of G-protein signaling 4 (Homo sapiens), P49798; Potency, µM (doses to about 114 µM), for the others: at the top dose activity change, negative = inhibition, usual class: inhibitors; note: potency is the fitted concentration of half-maximal effect; % is set by controls: 0 for no effect and ±100 for the full control effect; nearly all actives have a fitted effect of over 75% in size; some results filed as inactive show a strong effect at the top dose
# Target sequence (P49798 whole entry, looked up): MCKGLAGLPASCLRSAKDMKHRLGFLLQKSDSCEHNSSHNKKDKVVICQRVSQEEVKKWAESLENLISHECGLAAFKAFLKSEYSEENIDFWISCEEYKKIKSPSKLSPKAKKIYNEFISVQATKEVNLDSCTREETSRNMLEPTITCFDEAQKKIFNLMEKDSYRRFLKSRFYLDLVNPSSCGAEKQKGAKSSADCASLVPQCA
#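 MLSMR compounds (23 nl, pin-transferred) preincubated 10 min at room temperature with a 500nM (2x) first reagent, then RGS4 at 900nM (2x) plus Transcreener GDP mix added; fluorescence polarization (620/688 nm) read before and after 90 min at 30 °C.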
# Vif-APOBEC3F blk: qHTS for Inhibitors of Vif-A3F Interactions: qHTS | HeLa A3F-eYFP + Vif (tagged APOBEC3F with the HIV-1 protein that degrades it), YFP fluorescence increase | Potency, µM (series often up to 46.1 µM), without a hit: top-dose activity, negative = active | 390,000 tested, 0.2% active; note: potency is the fitted concentration of half-maximal effect; % of control where 0% means no effect; nearly all actives have a fitted effect of over 65% in size
#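 HeLa cells stably expressing Vif plus C-terminally eYFP-tagged A3F were seeded, incubated overnight at 37 deg C, dosed with compound, incubated overnight again at 37 deg C. Yellow fluorescence (Ex 488/Em 500-530) reported blocked Vif-mediated A3F-eYFP degradation.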
# mIDH1 inhibitor: qHTS for Inhibitors of mutant isocitrate dehydrogenase 1 (IDH1): qHTS | Isocitrate dehydrogenase [NADP] cytoplasmic (Homo sapiens), O75874 | IDH1-R132H enzyme, NADPH consumption, diaphorase/resazurin fluorescence | Potency, µM (titrated, usually from 76.6 µM), for the others: at the highest dose activity change, negative = inhibition, usual class: inhibitors | 390,000 tested, 0.093% active; note: potency is the fitted concentration of half-maximal effect; % is set by controls: 0 for no effect and ±100 for the full control effect; nearly all actives have a fitted effect of over 65% in size
#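 IDH1-R132H (0.5 ug/mL dispensed) in pH 7.5 Tris buffer was preincubated 30 min with compound, then given a substrate mix of 0.016 mM NADPH and 2 mM alpha-KG for 80 min at room temperature; remaining NADPH was read by diaphorase/resazurin fluorescence.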
# Glioma ERSR ind: qHTS for Inducers of the Endoplasmic Reticulum Stress Response (ERSR) in Human Glioma: qHTS | U87-MG GRP78 promoter luciferase reporter, 16 h | Potency, µM, for inactives: at the top dose activation, most hits filed as activators | 420,000 tested, 0.02% active; note: potency is the fitted concentration of half-maximal effect; series mostly up to about 76 µM; % of control where 0% means no effect; nearly all actives have a fitted effect of over 35% in size
#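 ERSR induction read as luciferase luminescence (Bright-Glo, 10 min at room temperature) in stably transfected human U87-MG glioma cells exposed to compounds for 16 h, using GRP78 as sensor.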
# TrxR1 substrate: qHTS Assay for Substrates of Mammalian Selenoprotein Thioredoxin Reductase 1 (TrxR1): qHTS; Potency, µM (titrated, usually from 114 µM), inactives show at the top dose activity change, negative = substrate turnover; purified TrxR1 substrate turnover, NADPH consumption readout; AID 588456, 2011; 390,000 tested, 0.01% active; note: potency is the fitted concentration of half-maximal effect; % is set by controls: 0 for no effect and ±100 for the full control effect; nearly all actives have a fitted effect of over 50% in size
#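 Rat TrxR1, dispensed at 90 nM, was prereduced with 400 uM NADPH (final) for 5 min at ~22 deg C, then incubated with compound 15 min before 400 uM selenite. A first-read NADPH fluorescence drop versus no-compound background flagged substrates.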
# Vif-APOBEC3G blk: qHTS for Inhibitors of Vif-A3G Interactions: qHTS | DNA dC->dU-editing enzyme APOBEC-3G (Homo sapiens), Q9HC16 | HeLa A3G-eYFP + Vif (tagged APOBEC3G with the HIV-1 protein that degrades it), YFP fluorescence, overnight | AID 602310, 2012 | 410,000 tested, 0.076% active | Potency, µM (doses to about 46.1 µM), without a hit: top-dose activity, negative = active, most hits filed as inhibitors;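 note: potency is the fitted concentration of half-maximal effect; % is set by controls: 0 for no effect and ±100 for the full control effect; nearly all actives have a fitted effect of over 60% in size; hits raise eYFP signal because A3G escapes Vif-driven loss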
#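 HeLa cells stably expressing Vif and C-terminally eYFP-tagged A3G, seeded overnight at 37 deg C, then exposed to compound by pintool overnight at 37 deg C. Rise in yellow fluorescence (Ex 488/Em 500-530, Acumen) marks blocked Vif-driven A3G degradation.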
# An asterisk follows results filed as active; ? = inconclusive; · = no result given; & = joins results of further samples; [ ] = dose if it differs, or a comment. Unless noted, calls come from the whole dose curve; as a rule, active = well fitted curve in the direction sought with a large enough effect; inconclusive = small, poorly fitted or top-dose-only effect, or another doubt; inactive = no such curve, though single readings can be large; an effect the other way counts as inactive or inconclusive. The list is partial; rates above refer to the full screens.
SMILES,TrxR1 inh,USP1-UAF1 inh,LDHA inh,RGS4 inh,Vif-APOBEC3F blk,mIDH1 inhibitor,Glioma ERSR ind,TrxR1 substrate,Vif-APOBEC3G blk
CC(/C=N/n1c(-c2ccc(C)cc2)n[nH]c1=S)=C\c1ccco1,?,-21%,-4,?,-9%,1%,-4%,1%,-25%
COCCn1ccc2c(OCC(=O)Nc3cccc(C(F)(F)F)c3)cccc2c1=O,11%[57.1 µM],-28%,-1&-2,7%,-2%,-6%,-3%,2%[57.1 µM],-2%
Cc1cccc(NS(=O)(=O)c2csc(C(N)=O)c2)c1C,19%,-17%,-9,9%,1%,-6%,-5%,5%,-5%
COC(=O)C(C)N1C(=O)S/C(=C\c2ccc(-c3ccc(C(=O)O)cc3C)o2)C1=O (stereo unspecified),?,-26%,4,?,?,-5%,?,1%,?
Cc1cccc(C)c1NC(=O)c1c(C)oc2c1C1=NCCN1C=N2,24%[57.1 µM],-10%,-4,-18%,-1%,5%,-4%,6%[57.1 µM],2%
COc1ccc(Nc2ncnc3sc(-c4ccccc4)cc23)cc1,18%,-25%,1,-14%,-7%,1%,-1%,48%[activator],-3%
CC(=O)NC1(c2ccccc2)CCN(c2nc(C)cc(C)n2)CC1,6%,1%,-4,-11%,-2%,2%,1%,20%,-5%
Cc1ccc(C(=O)N2c3ccccc3NC(=O)C2C)cc1 (stereo unspecified),21%,-9%,0,0%,-18%,-4%,-2%,8%,-7%
O=C(C1CCN(S(=O)(=O)N2CCC3(CC2)OCCO3)CC1)N1CCC(Cc2ccccc2)CC1,31%[activator],-14%,-6,5%,-2%,6%,-2%,16%,0%
Nn1c(SCc2nc3ccccn3c2Br)nnc1-c1cccnc1,11%[57.1 µM],-1%,-9,7%,7%,4%,-2%,10%[57.1 µM],1%
CCN(C1CCCCC1)S(=O)(=O)c1ccc(S(=O)(=O)NCCc2ccncc2)cc1,10%,-14%,-7,-2%,0%,7%,-2%,5%,-1%
C/C(=N\NC(=O)c1cc(C)oc1C)c1ccc2c(c1)OCO2,8%[57.1 µM],-15%,0,-4%,4%,4%,-3%,6%[57.1 µM],0%
COc1cccc(CC(=O)NCC2(N3CCCCC3)CCCCC2)c1,-15%[11.4 µM],-17%,-5,-11%[56.9 µM],-2%,-5%,-1%,3%[11.4 µM],-2%
Cc1ccc(C(=O)Nc2c3c(nn2C(C)(C)C)CS(=O)(=O)C3)cc1C,22%,9%,-5,11%,1%,3%,-2%,12%,0%
CC(C)OC(=O)/C(C#N)=C/c1ccc(-c2ccc(Cl)c(Cl)c2)o1,-4%,-1%,-2,-5%,-5%,-1%,8%,-5%,-1%
Cc1cc(=O)[nH]c(NN=Cc2c(Cl)cccc2Cl)n1,-5%,-21%,-24,18%,-14%,0%,0%,1%,-3%
O=C(Cc1ccc(NC(=O)C2CCN(C(=O)C3CCC3)CC2)cc1)Nc1ccc(C(=O)N2CCOCC2)cc1,11%,-3%,-8,17%,8%,-4%,-2%,-7%,0%
Cc1ccc(C(C)C)c(OCCCn2c(=O)oc3ccccc32)c1,-2%,-11%,4,1%,-10%,6%,-5%,-8%,4%
Brc1ccc(-c2nnc3n2-c2ccccc2CC3)cc1,4%[57.1 µM],5%,-4,-6%,-2%,1%,-2%,5%,-6%
CCN(CC)C(=O)Cn1cc(C(=O)C(=O)N(C)C2CCN(C)CC2)c2ccccc21,12%,5%,3,7%,0%,2%,-6%,-2%,2%
COc1ccccc1C(=O)NCC(=O)OCC(=O)Nc1nnc(-c2ccccc2)o1,-2%,-5%,0,9%,-6%,-11%,0%,-5%,3%
O=C(N/N=C\c1cccc(Cl)c1)c1n[nH]c2c1CCCC2,23%,-4%,-6,-2%,15%,6%,-3%,0%,?
N#CC(c1ccccn1)c1ncc(C(F)(F)F)cc1Cl (stereo unspecified),1%,-10%,-1,17%,12%,-6%,0%,-2%,4%
Cc1nc2ccccc2nc1N1CCC(C)CC1,5%[57.1 µM],-14%,-2,-23%,-8%,10%,1%,10%[57.1 µM],-1%
COC(=O)c1ccc(NC(=O)CCS(=O)(=O)c2ccc(Br)cc2)cc1,-1%[57.1 µM],1%&-11%,-5&-3,-5%&-12%,-7%&3%,15%&-2%,-1%&-2%,-5%[57.1 µM],-4%&0%
CN(C)C(=O)COc1ccc2ccc(=O)oc2c1,17%[57.1 µM],4%,-11,17%,-6%,-4%,-2%,41%[activator][57.1 µM],0%
Cc1ccc(CNC(=O)C2CC3Cn4c(nc5cc(Cl)c(Cl)cc54)C3N2C)o1 (stereo unspecified),?,-11%,-2,-41%,-1%,-5%,0%,6%[57.1 µM],-3%
CC(C)NC(=O)c1ccc(N(Cc2ccc(Cl)cc2)S(C)(=O)=O)cc1,4%[57.1 µM],-15%,-4,-15%,2%,3%,1%,-8%,2%
Cn1c2ccccc2c(=O)c2c(=O)n(-c3ccc(F)cc3)c(-c3cccs3)nc21,26%,-16%,10,7%,7%,-16%,-4%,6%,-10%
CS(=O)(=O)NNC(=O)Cn1nnc(-c2cc(C(F)(F)F)cc(C(F)(F)F)c2)n1,-17%,-19%,-4,-7%,7%,2%,-7%,-16%,-6%
CCOC(=O)c1cc2nc(Nc3ccc(OC)cc3)sc2s1,-14%,-5%,3,-11%,·,2%,-9%,-7%,-11%
Cc1cccc2cc(C#N)c(N3CCOCC3)nc12,-3%,-10%,1,-24%,-10%,11%,-4%,7%,0%
Cc1ccc(-c2cc(C(F)(F)F)nn2-c2ccc(S(N)(=O)=O)cc2)cc1,2%,4%,-4,16%,0%,-28%,-3%&-3%&-4%,-15%,-8%
O=C(NCCCN1CCOCC1)C(=O)NCC1OCCN1S(=O)(=O)c1cc(F)ccc1F (stereo unspecified),-9%,-16%,-4,-4%,5%,5%,-4%,-8%,-4%
CN(CCc1ccccn1)Cc1ccc(Cl)cc1,16%,0%,-15,1%,1%,14%,-6%,2%,2%
Cc1c(NC(=O)CN2c3ccccc3CC2C)c(=O)n(-c2ccccc2)n1C (stereo unspecified),19%[57.1 µM],-5%,-2,-24%,5%,8%,-2%,-12%[57.1 µM],0%
CCOC(=O)C1CCN(C(=O)C2(NC(=O)Nc3ccc(F)cc3F)CCCCC2)CC1,10%[57.1 µM],1%,-9,20%,6%,2%,-5%,2%[57.1 µM],1%
COc1ccc(C(=O)C[n+]2cccc(C)c2)cc1,-15%,-9%,12,1%,-6%,-6%,2%,-9%,1%
C=CCN1C(=O)c2ccc(C(=O)N(CC)CC(=O)Nc3cc(Cl)ccc3C)cc2C1=O,5%,-7%,-7,21%,-1%,9%,2%,-7%,-3%
COCCCn1c(C)nnc1SCC(=O)NNC(=O)COc1ccc(Cl)cc1,13%,-13%,-5,-14%,7%,-4%,0%,-1%,6%
O=C(Nc1cc(Cl)ccc1N1CCOCC1)c1ccc(Br)o1,26%,-23%,-3,-13%,-7%,2%,-4%,13%,3%
Cc1c(Cl)cccc1NS(=O)(=O)c1ccc(-c2ccc(=O)[nH]n2)o1,5%,-7%,-7,65%[activator],14%,-18%,-1%,-3%,-2%
Cc1ccc(C(=O)OCC(=O)NCc2ccc3c(c2)OCO3)cc1S(=O)(=O)N1CCOCC1,27%,-18%,3,2%,5%,7%,-5%,-3%,0%
CN(C)S(=O)(=O)Nc1ccc(Oc2ccccc2)cc1,20%,7%,-2,-2%,-1%,-2%,-3%,-3%[57.1 µM],0%
COc1ccc(-c2csc(NC(=S)NC(=O)/C=C/c3ccco3)n2)cc1Br,12%[57.1 µM],0%,-7,-27%,?,4%,0%,-2%[57.1 µM],?
COc1ccc(CCN2C(=O)C(C)=C(C)C2=O)cc1OC,17%,-10%,-7,-5%,-16%,2%,2%,5%,2%
Cc1[nH]c2ccccc2c1C(Nc1nccs1)c1ccncc1 (stereo unspecified),?,-22%,-4,-10%,-2%,1%,-4%,-5%,0%
NC(=O)c1nn(-c2ccccc2)c(=O)cc1O,1%,-10%,-2,-27%,0%,6%,-7%,2%,0%
